XiGFP reactiv – X-chromosome reactivation activator. XiGFP mouse fibroblasts, % GFP-positive cells imaging, 3 d; cells co-treated with 5-aza-dC sensitizer; scaled so ellipticine positive control = 100%. activation, % at 7.58 µM. 360,000 compounds, 0.055% hits;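 active = mean normalized replicate activation at least 10% and every replicate at or above 10%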;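 note: 0% = median of on-plate neutral control wells and 100% = ellipticine 6 µM median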
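Material: XiGFP fibroblasts, SV40-immortalized. Buffer or medium: DMEM plus 5-aza-dC sensitizer. Compound: single concentration per compound, delivered by pin transfer. Times: 3 days compound exposure. Controls: ellipticine 6 µM.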
S100A4 inh HTS – S100A4-myosin IIA interaction inhibition; P26447; S100A4/TAMRA-MyoIIA peptide fluorescence polarization; inhibition, % at 10.7 µM; 360,000 compounds, 0.14% hits; AID 652163;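 active = mean inhibition of at least 70% across replicates, with every replicate also reaching that level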
Target sequence (P26447 whole entry, looked up): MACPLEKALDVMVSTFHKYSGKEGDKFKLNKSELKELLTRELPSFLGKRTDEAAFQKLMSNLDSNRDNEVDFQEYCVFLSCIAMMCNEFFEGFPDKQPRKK
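Test system: S100A4 monomer protein. Medium: HEPES buffer with Ca2+, pH 7.2. Reagent: fluorescent myosin IIA peptide, 5 nM. Compound dosing: single-point compound testing. Timing: 5 min between mix addition and reading. Benchmarks: DMSO neutral and TFP positive wells.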
ERAP1 HTS inh – inhibitors of human ERAP1 aminopeptidase; Q9NZ08; recombinant ERAP1, Leu-AMC fluorescence, 60 min; inhibition, % at 10.7 µM; 340,000 compounds, 0.15% hits; AID 652197;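 active = mean replicate inhibition of at least 30%, or all replicates individually reaching that 30% level; inactive = mean below 30% and not every replicate reaching it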;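 note: 0% = neutral control wells and 100% = L-leucinethiol positive control wells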
Target sequence (Q9NZ08 whole entry, looked up): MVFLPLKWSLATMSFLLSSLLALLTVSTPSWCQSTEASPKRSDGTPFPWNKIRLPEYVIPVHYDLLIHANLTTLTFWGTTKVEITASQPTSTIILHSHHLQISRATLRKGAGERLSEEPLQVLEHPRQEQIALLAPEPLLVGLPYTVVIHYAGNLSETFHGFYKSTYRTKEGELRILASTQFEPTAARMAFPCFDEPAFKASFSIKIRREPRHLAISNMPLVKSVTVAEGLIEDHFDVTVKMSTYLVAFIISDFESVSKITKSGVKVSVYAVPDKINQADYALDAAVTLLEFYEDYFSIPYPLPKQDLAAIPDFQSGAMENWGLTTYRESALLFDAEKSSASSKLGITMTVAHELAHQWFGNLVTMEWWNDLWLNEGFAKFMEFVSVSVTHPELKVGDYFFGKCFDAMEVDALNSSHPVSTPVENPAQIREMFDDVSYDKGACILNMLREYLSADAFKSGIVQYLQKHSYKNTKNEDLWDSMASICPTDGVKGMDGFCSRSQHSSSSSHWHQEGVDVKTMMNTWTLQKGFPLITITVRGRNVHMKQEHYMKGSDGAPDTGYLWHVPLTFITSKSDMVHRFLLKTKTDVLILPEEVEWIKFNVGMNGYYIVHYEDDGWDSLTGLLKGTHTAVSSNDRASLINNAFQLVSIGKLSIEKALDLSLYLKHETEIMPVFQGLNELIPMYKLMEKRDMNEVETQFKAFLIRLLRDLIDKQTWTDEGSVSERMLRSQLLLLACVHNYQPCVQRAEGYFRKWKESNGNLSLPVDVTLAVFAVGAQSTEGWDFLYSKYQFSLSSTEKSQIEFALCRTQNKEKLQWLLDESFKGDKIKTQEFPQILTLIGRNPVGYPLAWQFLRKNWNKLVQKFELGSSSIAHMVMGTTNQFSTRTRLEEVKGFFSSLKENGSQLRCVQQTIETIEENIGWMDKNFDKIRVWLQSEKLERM
C2C12 statin – suppression of simvastatin myotoxicity. C2C12 myotubes + simvastatin, ATP luminescence, 48 h; scaled: DMSO 0, geranylgeraniol control 100. rescue of ATP level, % at 7.49 µM. 330,000 compounds, 0.78% hits. AID 602340;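 active = mean ATP rescue above about 67%, or every replicate alone reaching that limit, limit read from the data, passing the limit was not always enough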;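 note: myotubes were challenged with 10 µM simvastatin during compound exposure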
SIRT5 block – sirtuin-5 (human) deacylase inhibition. Purified SirT5, succinyl-peptide AMC, trypsin-coupled fluorescence. inhibition, % at 15 µM. 330,000 compounds, 1.1% hits. AID 652115; in the data active = inhibition above about 15%
LGR2 inh – Drosophila LGR2 receptor signaling inhibition; HEK293 LGR2, CRE-luciferase, bursicon-stimulated, 4 h; inhibition, % at 9.99 µM; 380,000 compounds, 0.35% hits;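 active = drop in luminescence signal, shown as inhibition above about 50% in the replicate tests, limit read from the data, passing the limit was not always enough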;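 note: agonist challenge used bursicon conditioned medium at about half maximal strength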
Cneo AK release – causes C. neoformans cell lysis | adenylate kinase release luminescence, 4 h; normalised: neutral wells 0, clomiphene wells 100 | lysis activity, % at 15 µM | 360,000 compounds, 0.2% hits | AID 651654;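 active = mean lysis activity across replicates of at least 80%, whatever share of replicates individually reach that level; inactive = mean lysis activity below 80%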
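Assay system: log-phase C. neoformans yeast / Quantity: yeast cell density of 5 × 10^6 cells/mL / Medium: fresh YPD growth medium / Compound: single dose / Timing: static 4 h at 37 °C with compound, 1 h detection / Measured by: adenylate kinase release luminescence / Read-out: lysis from increased AK signal / Benchmarks: Clomiphene as positive lysis control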
PGC1a acetyl inh – PGC1a acetylation modulation, inhibitor mode | U2OS PGC1a acetylation, AlphaScreen anti-acetyl-lysine; with virally co-expressed GCN5 acetyltransferase | inhibition, % at 15.6 µM | 350,000 compounds, 0.17% hits;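 active = every replicate shows inhibition of at least 40%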;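 note: 0% = neutral control wells and 100% = positive control wells; some results beyond the cut were filed as inactive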
Active calls of the source: *; . = not tested or not shown. This is a subset; count on the stated rates, not on these rows.

SMILES	XiGFP reactiv	S100A4 inh HTS	ERAP1 HTS inh	C2C12 statin	SIRT5 block	LGR2 inh	Cneo AK release	PGC1a acetyl inh
CC(NNC(=S)N1CCCCCC1)c1ccc2ccccc2n1 (configuration not stated)	1.6	0	0	.	-2	1	.	.
CC(C)(C)NC(=O)CCc1nnc(Cc2c[nH]c3ccccc23)o1	0.1	-8	-2	.	-2	11	.	.
CC(C)(C)n1nnnc1C(c1ccc(F)cc1)N1CCC(C(N)=O)CC1 (configuration not stated)	0.2	-4	5	.	-2	-15	.	.
CS(=O)(=O)N1CC(=O)N2[C@H](C1)[C@H](c1ccc(C#CC3CCCC3)cc1)[C@@H]2CO	0.2	0	.	.	-1	4	.	7
CCC(=O)Nc1ccc2c(c1)C(=O)N(C)[C@@H]1CC[C@H](CC(=O)NCCc3ccncc3)O[C@@H]1CO2	0.2	-1	-1	10	0	2	5	8
CC1=C(C(=O)N(C)C)CC(CC(=O)NC2CCCCC2)C(=O)N1CCC1=CCCCC1 (configuration not stated)	0.0	-3	8	-8	2	-63	-2	.
Cc1nc(C)c(C(=O)OCC(=O)Nc2ccccc2SCC#N)s1	-0.6	3	1	18	-3	-10	1	.
CC1(C)C(=O)Nc2ccccc2N1C(=O)COC(=O)C1CCCCC1	.	.	.	0	.	1	0	-1
CCOC(=O)CSc1[nH]c2cc(OC)ccc2c1[N+](=O)[O-]	0.0	-1	1	.	3	-6	.	-2
O=C(NCC[C@H]1CC[C@H](NS(=O)(=O)c2cccc(F)c2)[C@@H](CO)O1)c1cnccn1	4.1	6	0	3	3	-9	-2	-7
COC(=O)CCNC(=O)Cc1ccc(S(=O)(=O)N2CCCCC2)s1	0.0	10	2	4	-5	-5	6	0
CCCCc1nc2cc(C(=O)N3CCNC(=O)C3CC(=O)OC)ccc2o1 (configuration not stated)	0.0	-1	-1	-2	9	2	13	.
CNC(=O)c1c(O)c2cccc3c2n(c1=O)CCC3	0.1	0	2	1	-5	17	2	9
O=C(O)C(Cc1ccccc1)N1C(=O)C=CC1=O (configuration not stated)	-0.1	-1	3	.	.	-15	.	.
CC(C)CC#Cc1ccc([C@@H]2[C@H](CO)N3CCCCN(C(=O)c4ccc5c(c4)OCO5)C[C@@H]23)cc1	0.4	-10	0	.	-3	18	1	3
COc1ccc(NC(=O)CSc2nncc(=O)n2N)cc1OC	-0.1	4	-6	-2	-2	0	3	.
Cc1csc(NC(=O)CSCc2c(C)noc2C)n1	0.0	-3	1	-2	0	1	0	17
COc1ccc2c([N+](=O)[O-])c(Cl)[nH]c2c1	0.3	-15	-3	.	-1	4	.	.
CC(=O)C(C(c1ccccc1)N1CCCc2ccccc21)N1CCOCC1 (configuration not stated)	0.3	-19	4	-3	0	-16	0	-17
NNc1nc2ccccc2c(=O)n1Cc1ccccc1	0.0	-2	4	-5	-7	-36	-1	5
c1ccc2c(c1)CCN(C1=Nc3cccc4cccc1c34)C2	0.0	-9	-4	.	-1	-58	.	-12
Cc1ccccc1-c1ccc2c(c1)O[C@H](CN(C)C(=O)Nc1ccc(F)cc1)[C@H](C)CN([C@@H](C)CO)S2(=O)=O	-0.9	.	.	-56	.	4	.	-3
COc1cc(O)c(C(CCN2CCN(c3ccccc3)CC2)c2cc(OC)c(OC)c(OC)c2)c(OC)c1 (configuration not stated)	0.0	2	-4	8	2	-7	0	-21
Cc1cccc(-n2cc(-c3ccccc3)c3c(N4CCOCC4)ncnc32)c1	0.0	-1	3	-7	-3	13	-7	8
CCn1c(COc2ccc(C)cc2)nnc1SCC(=O)NCc1ccco1	0.0	3	4	.	-2	-3	.	-4
SMILES	XiGFP reactiv	S100A4 inh HTS	ERAP1 HTS inh	C2C12 statin	SIRT5 block	LGR2 inh	Cneo AK release	PGC1a acetyl inh
Cc1ccc2c(c1)sc1nc(=O)ccn12	0.0	-2	0	11	-7	-9	0	19
COc1ccccc1-c1cnc2c(c1)C(=O)N([C@@H](C)CO)C[C@H](C)[C@H](CN(C)C(=O)c1ccncc1)O2	-0.2	4	-1	0	-3	-8	-1	-5
CCC(=O)N1C[C@H](O)COC[C@@H]2O[C@@H](CC(=O)NCc3ccc(Oc4ccccc4)cc3)CC[C@H]21	0.3	-16	2	-4	-2	1	-4	3
COc1ccc(S(=O)(=O)Nc2ccc3c(c2)C(=O)N([C@H](C)CO)C[C@H](C)[C@@H](CN(C)C(=O)Nc2ccc4c(c2)OCO4)OCCCC[C@@H](C)O3)cc1	0.0	3	-1	.	-1	7	-1	7
COCCN(CCOC)Cc1cc(=O)oc2cc(OC)ccc12	-0.1	-4	8	0	-2	13	1	3
COc1ccc([C@H]2CC(=O)C=C(c3ccc4c(c3)OCO4)C2)cc1	0.1	3	0	13	.	-21	-1	1
Cc1ccc(NC(=O)CNC(=O)c2ccco2)cc1	0.1	-4	0	5	-3	-24	0	2
Cc1cccc(NS(=O)(=O)c2c(C(=O)N3CCOCC3)c(C)n(C)c2C)c1C	0.1	-5	-3	-2	-5	-1	1	-5
CC(=O)c1ccccc1OC(=O)c1ccc([N+](=O)[O-])o1	0.0	-1	3	-8	-1	15	-1	-3
CNC(=O)c1c(NC(=O)c2cccc(N3C(=O)CCC3=O)c2)sc2c1CCC2	-0.1	26	7	0	-2	1	-4	0
COc1ccc(NC(=O)N(C)C[C@@H]2Oc3c(NC(=O)C4CCCCC4)cccc3C(=O)N([C@@H](C)CO)C[C@@H]2C)cc1	0.0	-7	0	-8	.	1	0	4
CCN1CCN(c2ccc(S(=O)(=O)N3CCCCC3)cc2NC(=O)C(C)Oc2ccc(F)cc2)CC1 (configuration not stated)	0.5	0	4	3	-7	-3	0	.
CCc1nnc(NC(=O)CCS(=O)(=O)c2ccc(C)cc2)s1	0.1	0	-1	.	-9	-6	.	2
C[C@H]1CN([C@@H](C)CO)C(=O)c2ccccc2-c2ccccc2CO[C@H]1CN(C)Cc1ccc(O)cc1	-1.1	18	1	.	-4	9	1	6
CC1(C)C(=O)C=C(N2CCCCC2)c2ccccc21	0.1	2	-5	1	-7	3	-1	1
O=C(/C=C/c1ccccc1)OCCN1C(=O)c2ccccc2C1=O	0.0	-6	3	-3	-4	3	-13	.
CSc1ccccc1NC(=O)CSc1cccc[n+]1[O-]	-0.1	-3	-2	0	-7	-21	1	-15
CCOc1ccccc1CNC(=O)c1cc2occc2n1C	0.0	183*	4	11	-2	-5	-3	-3
COc1ccc(S(=O)(=O)N(C)C[C@H]2Oc3cc(C4=CCCC4)ccc3S(=O)(=O)N([C@@H](C)CO)C[C@H]2C)cc1	-0.6	0	-3	-23	9	3	-4	3
CC(C)NC(=O)Nc1ccc2c(c1)C(=O)N([C@@H](C)CO)C[C@@H](C)[C@@H](CN(C)S(=O)(=O)c1cn(C)cn1)O2	0.1	0	-2	.	-2	-19	-1	-10
Cc1ccc(Cl)cc1N1CCN(C(=O)C(C)n2ncn3cccc3c2=O)CC1 (configuration not stated)	0.0	0	-3	19	2	6	0	-8
FC(F)(F)c1ccccc1NC(=S)Nc1ccccc1	0.0	-2	0	-4	-1	6	1	0
CC(OC(=O)c1ccc(-n2cnnn2)cc1)C(=O)NCc1ccccc1 (configuration not stated)	0.1	1	-1	-9	-1	14	-5	.
CC(OC(=O)c1ccc([N+](=O)[O-])o1)C(=O)NC1CCCCC1C (configuration not stated)	0.1	-2	1	14	-1	4	0	10
CCOC(=O)C1(Cc2ccc(OC)cc2)CCN(C(=O)c2cncs2)CC1	0.0	11	-7	.	-1	-3	.	.

Marked active in S100A4 inh HTS, among the entries above:
Molecule,S100A4 inh HTS,ERAP1 HTS inh,SIRT5 block,LGR2 inh,PGC1a acetyl inh
CCOc1ccccc1CNC(=O)c1cc2occc2n1C,183*,4,-2,-5,-3

(listing goes on)
SMILES	XiGFP reactiv	S100A4 inh HTS	ERAP1 HTS inh	C2C12 statin	SIRT5 block	LGR2 inh	Cneo AK release	PGC1a acetyl inh
CCCNS(=O)(=O)c1ccc(CCC(=O)NCCc2ccc(OC)c(OC)c2)cc1	0.0	0	-4	.	-2	10	.	1
O=C(CCC1CCN(Cc2ccc(Cl)cc2)CC1)NC1CC1	0.0	-12	1	1	-4	-3	0	-3
Cc1ccc(S(=O)(=O)N(C)C[C@@H]2Oc3ccc(NS(=O)(=O)c4c(C)noc4C)cc3CC(=O)N([C@H](C)CO)C[C@H]2C)cc1	0.9	-7	-2	22	13	-9	2	-4
Cn1cc(CC(=O)Nc2ccc(Nc3cccnc3)cc2)c2ccccc21	0.2	5	0	.	.	-6	.	.
CCS(=O)(=O)Nc1ccc2c(c1)C(=O)N(C)[C@H]1CC[C@@H](CC(=O)N3CCN(C)CC3)O[C@H]1CO2	0.0	23	1	-8	1	16	5	6
CCOC(=O)c1c(CSc2ccccc2)n(C)c2ccc(O)c(CN3CCOCC3)c12	0.3	0	3	-13	0	4	1	.
COc1ccc(S(=O)(=O)N2CCOCC2)cc1N(C)S(=O)(=O)c1ccc(C)cc1	0.0	10	5	-3	-8	6	1	.
CCc1cc(C(=O)N2CCc3c([nH]c4ccccc34)C2c2ccc(OC)cc2F)no1 (configuration not stated)	0.0	-4	1	.	-1	25	.	-12
Cc1cccc(NC(=S)N(C)C2(c3ccccc3Cl)CCCCC2=O)c1 (configuration not stated)	.	.	.	-2	.	1	7	-39

13 structures already listed, sorted by heavy-atom count, low to high:
SMILES	XiGFP reactiv	S100A4 inh HTS	ERAP1 HTS inh	C2C12 statin	SIRT5 block	LGR2 inh	Cneo AK release	PGC1a acetyl inh
FC(F)(F)c1ccccc1NC(=S)Nc1ccccc1	0.0	-2	0	-4	-1	6	1	0
O=C(CCC1CCN(Cc2ccc(Cl)cc2)CC1)NC1CC1	0.0	-12	1	1	-4	-3	0	-3
CC(OC(=O)c1ccc([N+](=O)[O-])o1)C(=O)NC1CCCCC1C (configuration not stated)	0.1	-2	1	14	-1	4	0	10
CC(OC(=O)c1ccc(-n2cnnn2)cc1)C(=O)NCc1ccccc1 (configuration not stated)	0.1	1	-1	-9	-1	14	-5	.
Cn1cc(CC(=O)Nc2ccc(Nc3cccnc3)cc2)c2ccccc21	0.2	5	0	.	.	-6	.	.
Cc1ccc(Cl)cc1N1CCN(C(=O)C(C)n2ncn3cccc3c2=O)CC1 (configuration not stated)	0.0	0	-3	19	2	6	0	-8
COc1ccc(S(=O)(=O)N2CCOCC2)cc1N(C)S(=O)(=O)c1ccc(C)cc1	0.0	10	5	-3	-8	6	1	.
CCCNS(=O)(=O)c1ccc(CCC(=O)NCCc2ccc(OC)c(OC)c2)cc1	0.0	0	-4	.	-2	10	.	1
CCc1cc(C(=O)N2CCc3c([nH]c4ccccc34)C2c2ccc(OC)cc2F)no1 (configuration not stated)	0.0	-4	1	.	-1	25	.	-12
CCS(=O)(=O)Nc1ccc2c(c1)C(=O)N(C)[C@H]1CC[C@@H](CC(=O)N3CCN(C)CC3)O[C@H]1CO2	0.0	23	1	-8	1	16	5	6
CC(C)NC(=O)Nc1ccc2c(c1)C(=O)N([C@@H](C)CO)C[C@@H](C)[C@@H](CN(C)S(=O)(=O)c1cn(C)cn1)O2	0.1	0	-2	.	-2	-19	-1	-10
COc1ccc(S(=O)(=O)N(C)C[C@H]2Oc3cc(C4=CCCC4)ccc3S(=O)(=O)N([C@@H](C)CO)C[C@H]2C)cc1	-0.6	0	-3	-23	9	3	-4	3
Cc1ccc(S(=O)(=O)N(C)C[C@@H]2Oc3ccc(NS(=O)(=O)c4c(C)noc4C)cc3CC(=O)N([C@H](C)CO)C[C@H]2C)cc1	0.9	-7	-2	22	13	-9	2	-4

Compound activity (PubChem BioAssay)
